Ba/F3 V617F tox – loss of viability in JAK2V617F-driven Ba/F3 cells; inhibition, % at 5.6 µM; actives 1.1% (n = 220,000); AID 1446; Ba/F3 EpoR-JAK2V617F viability, ATP luminescence;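 active means inhibition above the campaign mean plus 3 SD over all tested compounds, cut at about 24% in these data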;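 further: cytokine-independent growth of Ba/F3 cells driven by EpoR plus mutant JAK2; 0% = DMSO-treated cells and 100% = JAK inhibitor I control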
NPY2 pot ag – potentiates or activates human NPY-Y2 receptor | cells expressing NPY-Y2, potentiator/agonist read-out | activation, % at 3.6 µM | actives 0.45% (n = 220,000) | AID 1359; in the data active means activation above about 27%;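 further: cells stimulated with NPY near EC25 plus isoproterenol at EC100; 0% = vehicle plus submaximal agonist and 100% = vehicle plus saturating agonist; some results beyond the cut were filed as inactive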
S1P4 agonist – activates the human S1P4 receptor. S1P4-expressing cell line, agonist reporter assay. activation, % at 4.98 µM. actives 0.35% (n = 220,000); in the data active means activation above about 11%;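 further: 0% = DMSO vehicle and 100% = reference agonist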
Target sequence (O95977 whole entry, looked up): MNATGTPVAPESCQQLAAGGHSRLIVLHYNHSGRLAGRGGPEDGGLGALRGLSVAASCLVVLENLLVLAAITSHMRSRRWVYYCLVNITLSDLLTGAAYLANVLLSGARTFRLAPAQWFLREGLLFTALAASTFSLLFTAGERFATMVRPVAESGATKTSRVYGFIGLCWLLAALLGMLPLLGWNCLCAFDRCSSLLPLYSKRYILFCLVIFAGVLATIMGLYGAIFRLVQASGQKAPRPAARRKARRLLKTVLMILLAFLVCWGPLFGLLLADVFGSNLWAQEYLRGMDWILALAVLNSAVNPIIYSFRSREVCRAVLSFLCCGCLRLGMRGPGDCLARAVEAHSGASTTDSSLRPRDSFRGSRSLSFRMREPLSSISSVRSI
Runt-CBFb FRET – blocks binding of human RUNX1 Runt domain to CBFb. Q01196+Q13951. Cerulean-Runt/Venus-CBFb FRET ratio 530/480, 1 h. inhibition, % at 20 µM. actives 0.46% (n = 220,000). AID 1496;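 active means inhibition over about 50% at 20 µM in the single-dose screen, limit read from the data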;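 further: 0% = DMSO wells and 100% = excess unlabeled CBFb competitor control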
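Assay system: Cerulean-Runt domain / Medium: Tris 50 mM pH 7.5, KCl, K2SO4, 0.01% BSA / Timing: protein complex preformed 1 h, compound exposure 1 h, room temperature, dark / Measured by: FRET, excitation 422 nm, emission at 530 and 480 nm / Evaluation: loss of energy transfer signal / Control set: 5 µM unlabeled CBFb as full-inhibition high control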
RBBP9 inh – human RBBP9 hydrolase inhibition; actives 0.2% (n = 220,000); inhibition, % at 7.94 µM; recombinant RBBP9, FP-Rh probe fluorescence polarization; AID 1515; O75884;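 active means inhibition above the campaign mean of all tested compounds plus 3 SD, cut at about 14% in these data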;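 further: plate controls were DMSO wells with RBBP9 for no effect and wells lacking RBBP9 protein for full effect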
Target sequence (O75884 whole entry, looked up): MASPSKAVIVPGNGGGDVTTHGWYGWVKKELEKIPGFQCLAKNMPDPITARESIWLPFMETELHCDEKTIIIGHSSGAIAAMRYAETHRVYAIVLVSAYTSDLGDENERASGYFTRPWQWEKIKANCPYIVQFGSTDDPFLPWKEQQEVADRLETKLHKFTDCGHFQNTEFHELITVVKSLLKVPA
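Assay system: recombinant human RBBP9; Reagent: Serine-hydrolase probe FP-Rh, 375 nM pre-mixing; Doses: 7.94 µM single dose, 0.794% DMSO; Incubation: 30 min then 45 min, 25 °C; Detection: fluorescence polarization (mP), excitation 525 nm, emission 598 nm; Evaluation: percent inhibition from mP, scaled between DMSO and no-protein wells.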
S1P4 antagonist – antagonists of human S1P4 receptor; S1P4-expressing cells, antagonist mode, reporter read-out; inhibition, % at 4.98 µM; actives 0.26% (n = 220,000); in the data active means inhibition above about 29%;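 further: 0% = wells stimulated with agonist and 100% = vehicle wells without agonist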
NPY1 pot ag – potentiators or agonists of human neuropeptide Y receptor Y1; NPY-Y1 expressing cells, potentiator/agonist activation; activation, % at 3.6 µM; AID 1304; P25929; actives 0.37% (n = 220,000); in the data active means activation above about 33%, passing the limit was not always enough;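 further: cells stimulated with NPY at EC10 then isoproterenol at EC100; 0% = low agonist plus stimulus and 100% = saturating agonist plus stimulus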
Target sequence (P25929 whole entry, looked up): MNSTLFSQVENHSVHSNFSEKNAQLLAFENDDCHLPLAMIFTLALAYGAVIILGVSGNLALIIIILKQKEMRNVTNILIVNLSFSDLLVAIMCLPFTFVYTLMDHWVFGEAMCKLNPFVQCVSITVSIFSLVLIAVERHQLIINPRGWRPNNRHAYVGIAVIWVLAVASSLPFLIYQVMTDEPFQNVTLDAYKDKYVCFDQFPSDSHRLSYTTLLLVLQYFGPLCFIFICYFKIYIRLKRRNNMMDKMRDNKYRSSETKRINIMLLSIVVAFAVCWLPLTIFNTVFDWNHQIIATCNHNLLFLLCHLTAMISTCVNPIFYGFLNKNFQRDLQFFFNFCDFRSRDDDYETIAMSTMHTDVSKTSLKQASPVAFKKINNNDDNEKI
NPY-Y1 antag – NPY-Y1 (human) receptor antagonism | HEK293-CNG Y1 cells, membrane potential fluorescence; NPY at EC95, then isoproterenol | inhibition, % at 3.6 µM | actives 1% (n = 200,000) | AID 1040;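 active means inhibition above the campaign mean inhibition of all tested compounds plus 3 SD, cut at about 20% in these data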;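 further: 0% = DMSO wells given NPY plus isoproterenol and 100% = isoproterenol alone without NPY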
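Assay system: HEK293 Y1/CNG channel cell line; Doses: single compound dose of 3.6 µM, 0.4% DMSO; Timing: dye 3 h, compound 60 min room temperature, stimulation 45 min; Technique: Membrane-potential fluorescent dye readout; Measure: % inhibition of NPY effect.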
BaF3 parental – counter-screen for JAK2V617F inhibitors: parental Ba/F3 viability inhibitors; inhibition, % at 5.6 µM; CellTiter-Glo ATP luminescence; actives 1.1% (n = 220,000);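 active means inhibition above a per-campaign cutoff, the mean inhibition of all tested compounds plus 3 SD, cut at about 27% in these data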;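 further: 0% = DMSO wells and 100% = JAK Inhibitor I control wells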
* marks the source's active call; other numbers are inactive results; . = not tested or not shown.

mol,Ba/F3 V617F tox,NPY2 pot ag,S1P4 agonist,Runt-CBFb FRET,RBBP9 inh,S1P4 antagonist,NPY1 pot ag,NPY-Y1 antag,BaF3 parental
Cc1ccccc1NC(=O)CSc1nc2n(n1)CCCCC2,1,-6,0.0,-2,-1,7,-14,-7,4
CC(=O)c1c(C)[nH]c(C(=O)NCCN2CCC(C)CC2)c1C,-7,15,-3.2,1,-2,2,19,5,-4
CCN(CC)c1ccc(C(=O)N/N=C/c2ccc(OC)cc2OC)cc1,7,-18,-2.1,0,-4,5,-3,-1,8
Cc1c(C(=O)Nc2ccc(Cl)cc2)c2ccccn2c1C(=O)c1ccccc1,1,-30,-0.8,-1,-2,-27,-34,8,1
O=C1OC(NC(=O)c2ccccc2)C(N2CCOCC2)=C1Cl (configuration not stated),-1,-1,1.4,0,-10,-20,-6,-6,0
Cc1cc(C(=O)c2ccc(Cl)cc2)c(NC(=O)CCl)s1,-2,-1,0.1,-2,2,-6,-13,2,7
Cc1ccc(NC(=O)c2ccc(F)cc2F)cc1NS(C)(=O)=O,-3,3,0.5,3,-8,-5,-9,.,-1
O=C(CN1C(=O)COc2ccc(S(=O)(=O)N3CCCC3)cc21)NC1CCCCCCC1,-3,-6,-0.2,-1,-3,-12,2,1,1
CC(C)=C1C(=O)NN(c2ccc(F)c(Cl)c2)C1=O,-8,16,-2.7,0,-7,2,0,6,0
COCCC(=O)NC12CC3CC(CC(C3)C1)C2,0,5,-0.5,1,-5,-15,-29,-4,3
CCCN(CC(=O)Nc1ccccc1C)C(=O)c1cc(=O)[nH]c2ccccc12,4,-12,0.2,0,0,10,4,0,5
Cc1cc(N2CCN(Cc3nc(-c4ccc(Cl)cc4)oc3C)CC2)cc(C)n1,4,-39,-0.3,1,10,-6,-27,.,-5
O=C(Nc1nnc(C2COc3ccccc3O2)o1)c1ccc(F)cc1 (configuration not stated),0,-19,0.1,1,-6,-5,13,12,5
O=C(COc1ccccc1)NC(NC(=S)Nc1ccccc1O)C(Cl)(Cl)Cl (configuration not stated),2,-7,2.6,.,-10,-2,29,0,9
O=C(CSc1nc(O)c(Cc2ccccc2)c(=O)[nH]1)Nc1ccccc1,3,-9,-3.2,2,-4,-5,-3,2,6
CCOc1ccc(C(=O)NCC(=O)N2CCc3ccccc3C2)cc1OCC,2,-10,0.3,1,-8,-8,-12,-1,4
CN1CCCN(S(=O)(=O)c2ccc(Cl)c(Cl)c2)CC1,3,14,-2.1,-2,1,-19,-3,3,6
CC(=O)c1ccc(N2CCN(C(=O)CCS(=O)(=O)c3ccc(C)cc3)CC2)cc1,5,9,0.1,1,-6,-1,2,0,10
COc1ccc(C2C(=O)N(C3CCCCC3)CC(=O)N2C2CCCC2)cc1 (configuration not stated),3,1,-3.6,1,1,-11,-18,-5,8
CCCn1c(SCC(=O)NCCc2ccc(Cl)cc2Cl)n[nH]c1=O,-1,3,-2.1,-1,-1,-11,9,-5,5
Cc1[nH]c2ccccc2c1/C=N/Nc1nncn1N,7,0,1.4,39,4,6,-28,4,4
CC1CN(C(=O)Cn2c(C(F)(F)F)nc3ccccc32)CC(C)O1 (configuration not stated),0,13,3.7,0,-13,-8,-15,3,6
Cc1ccccc1Cc1c(C)nc2nc(SCC(=O)NCc3ccco3)nn2c1C,2,-31,-0.2,7,6,15,-16,9,5
Cc1ccc2nc(-c3ccccc3)cc(C(=O)N3CCc4ccccc4C3)c2c1,-3,-14,-3.1,0,-1,-12,-36,4,0
Cc1occc1C(=O)NCCCCNC(=O)c1ccoc1C,-2,5,-1.9,-2,-4,9,-25,0,8
Clc1ccc(Nc2c3c(nc4ncnn24)CCC3)cc1,0,-7,-0.3,1,-2,7,14,.,-2
CC(C)(C)c1ccc(C(=O)NCCCN2CCN(CCCNC(=O)c3ccc(C(C)(C)C)cc3)CC2)cc1,1,-17,0.4,-5,-8,0,-7,2,6
Cc1cccc(OCc2n(CC(=O)OC3CC(C)CCC3C(C)C)c3ccccc3[n+]2C)c1 (configuration not stated),101*,-25,0.9,0,-2,-1,-49,28*,88*
COc1cc(Cl)nn(-c2ccccc2)c1=O,-6,-5,-0.4,0,-1,-14,30,4,-2
CN(C)C(CNC(=O)CCCc1c[nH]c2ccccc12)c1ccco1 (configuration not stated),3,5,-0.9,0,5,-5,-5,0,9

Profiles from above. Values in the order: Ba/F3 V617F tox | NPY2 pot ag | S1P4 agonist | Runt-CBFb FRET | RBBP9 inh | S1P4 antagonist | NPY1 pot ag | NPY-Y1 antag | BaF3 parental
CC(C)(C)c1ccc(C(=O)NCCCN2CCN(CCCNC(=O)c3ccc(C(C)(C)C)cc3)CC2)cc1 as listed: 1 | -17 | 0.4 | -5 | -8 | 0 | -7 | 2 | 6
CCCN(CC(=O)Nc1ccccc1C)C(=O)c1cc(=O)[nH]c2ccccc12 as listed: 4 | -12 | 0.2 | 0 | 0 | 10 | 4 | 0 | 5

(listing goes on)
mol,Ba/F3 V617F tox,NPY2 pot ag,S1P4 agonist,Runt-CBFb FRET,RBBP9 inh,S1P4 antagonist,NPY1 pot ag,NPY-Y1 antag,BaF3 parental
COc1nc(Nc2nc3ccccc3c(=O)[nH]2)nc2ccc(C)cc12,-1,-12,-0.6,-3,10,-9,-6,.,-3
Cc1ccc(S(=O)(=O)NC2=NCN(CCN3CCOCC3)CN2)cc1,-3,13,-0.4,-2,-4,-8,2,0,3
CCS/C(N)=N/N=C/c1cc(C)ccc1O,0,2,1.4,0,-8,-15,-1,-3,7
CC(C)(C)C1CCC(=NNC(=O)c2ccc(Br)o2)CC1 (configuration not stated),1,2,1.7,0,-2,-11,-18,2,3
CCOC(=O)c1ccc(S(=O)(=O)NCC(C)(C)N2CCOCC2)cc1,-1,14,2.4,-2,-6,-14,22,3,5
CN(C)c1ccc(/C=N/n2cnn(Cc3ccccc3Cl)c2=S)cc1,2,-12,0.4,5,-6,-13,-6,1,2
CC(=O)Nc1cccc(Oc2ncnc3scc(-c4ccc(C)cc4)c23)c1,0,4,1.8,-3,-8,-15,5,6,9
CCCn1cc(S(=O)(=O)CC(=O)Nc2ccc(OCC)cc2)c2ccccc21,3,-3,0.2,0,-7,-18,9,-3,6
Cc1noc(C)c1C(=O)Nc1nnc(CC(C)C)s1,2,0,0.1,-1,-8,-1,0,.,-1
CC(C)NCc1nnc(-c2ccc(Cl)cc2)o1,2,-15,2.2,0,-7,-10,-2,-6,3
COCCn1c(=NC(=O)c2ccco2)sc2cc(C(=O)OC)ccc21,-1,2,-1.8,-2,-4,-2,-10,2,5
CC(C)c1ccc(NC(=O)COC(=O)[C@H](CCC(N)=O)NC(=O)c2ccc(F)cc2)cc1,-5,-6,-0.5,-8,-7,-15,-6,1,5
C/C(=C\C(=O)c1ccc(C)o1)Nc1ccc2c(c1)OCO2,-3,8,-2.9,6,-1,-6,8,1,4
COc1ccc(C(=O)N/N=c2\oc3ccccc3cc2C(=O)NCc2ccccc2)cc1,-6,5,0.1,-14,0,-7,16,5,3
O=C(c1ccco1)N1CCc2ccccc21,-2,2,-1.7,-1,-14,0,4,-4,1
CCOc1cc(N2CCOCC2)c(OCC)cc1NC(=O)CC12CC3CC(CC(C3)C1)C2,4,-13,0.7,5,1,-4,-1,3,9
CC(=O)Nc1ccc(NC(=O)c2ccccc2CC[N+](=O)[O-])cc1,0,5,1.0,-1,-1,-7,5,2,-2
COc1cc(C2C(C#N)=C(N)OC3=C2C(=O)CCC3)ccc1OC(=O)N1CCOCC1 (configuration not stated),-3,4,1.9,3,9,-9,14,0,2
COCCN(C(=S)Nc1cc(C)ccc1C)C(C)c1cccnc1 (configuration not stated),-1,8,-0.4,2,3,-12,-20,4,-1
COC(=O)CC1SC(=O)NC1=Nc1ccc(O)cc1 (configuration not stated),-1,6,0.4,2,-16,7,7,-1,4
CC/C(=N/Nc1ccccc1C)c1cnnc(SC)n1,0,9,-0.4,-1,-2,3,-29,-2,5
CCCn1c(O)c(N=N)c2ccccc21,-1,5,0.6,1,-6,-8,13,1,3
N#CC1=C(c2ccc(-c3ccccc3)cc2)COC1=O,4,-11,-0.8,-1,-13,-8,-5,-1,9
COc1cc(CCC(=O)OCC(N)=O)cc(OC)c1OC,1,2,0.7,-1,2,-3,1,2,4
CCCCc1ccc(NC(=O)CSC2=C(C#N)C(c3ccco3)C3=C(CCCC3=O)N2)cc1 (configuration not stated),-1,98*,-0.2,0,-14,-9,99*,-14,5
CC(C)(C)NC(=O)c1cc(C(C)(C)C)c(O)c(C(C)(C)C)c1,-2,0,-1.8,-2,3,-1,-7,2,3
COCc1c(C#N)c(NCc2cc(OC)c(OC)c(OC)c2)nc(C)c1[N+](=O)[O-],-2,10,2.0,-3,4,10,32,.,4
CCO[C@H]1OC(C(=O)N2CCN(C)CC2)=C[C@@H](c2ccc3c(c2)OCO3)[C@@H]1CCCO,3,-30,-1.7,13,-2,19,8,-2,-5
COc1ccccc1NC(=O)c1oc2ccccc2c1NC(=O)c1ccco1,1,7,1.1,0,1,6,-6,1,0
Cc1onc(-c2ccccc2Cl)c1C(=O)Nc1ccc2c(c1)OCO2,2,5,3.4,-4,-3,-11,-3,2,7
CCN(CC)CCNC(=O)C1c2cc(OC)c(OC)cc2C(=O)N2CCc3ccccc3C12 (configuration not stated),5,-9,-3.5,0,4,9,6,0,5
